# Bioassay records as filed in PubChem BioAssay.
# TLR9-MyD88 inh = blocks human TLR9 binding to MyD88; inhibition, % at 4.98 µM; Q9NR96+Q99836; CHO BLA complementation TLR9-MyD88, CCF4 FRET ratio; 340,000 compounds, 0.21% hits;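 active = inhibition above the mean over all tested compounds plus 3 SD, cut at about 21% in these data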;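 also: 0% = DMSO only wells and 100% = clavulanate BLA inhibitor control wells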
# NR5A2 inv ag = inverse agonists of human LRH-1 (NR5A2); O00482; inhibition, % at 3.6 µM; 360,000 compounds, 0.13% hits; HEK293T StAR-luciferase reporter, LRH-1 transfected, 24 h; AID 602396;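 active = inhibition above the mean inhibition of all tested compounds plus 3 SD, cut at about 73% in these data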;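 also: 0% = DMSO wells and 100% = reporter-only cells lacking LRH-1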
# SRC2 inh = human SRC2 (NCOA2) inhibition; AID 651957; inhibition, % at 9 µM; HEK293 GAL4-SRC2 luciferase reporter, luminescence; 370,000 compounds, 0.17% hits; Q15596;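 active = inhibition above the mean inhibition of all tested compounds plus 3 SD, set per campaign, cut at about 52% in these data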;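 also: 0% = DMSO treated cells and 100% = cells given Gossypol at 36 µM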
# SRC1 inh = inhibits human SRC1 coactivator | Q15788 | HEK293 GAL4-SRC1 luciferase reporter, luminescence | 360,000 compounds, 0.12% hits | inhibition, % at 3.6 µM;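 active = inhibition above the campaign mean plus 3 SD, with each screening campaign given its own cutoff, cut at about 60% in these data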;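 also: 0% = DMSO treated cells and 100% = gossypol at 36 µM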
# C8 TRAIL sens = caspase-8 TRAIL sensitization; 360,000 compounds, 1% hits; NB7+C8 cells + TRAIL, ATPlite viability luminescence; AID 624354; inhibition (viability loss, TRAIL sensitization), % at 10 µM;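 active = compounds causing at least 50% loss of cell viability in the single-dose screen, relative to plate controls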
# EBV LMP1 NFkB = reduces LMP1-driven NF-kappaB luciferase signal | LMP1-induced NF-kappaB luciferase reporter cells, luminescence | inhibition, % at 12.5 µM | 350,000 compounds, 0.69% hits | AID 504558; in the data active = inhibition above about 41%;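 also: 0% = neutral control wells and 100% = reference inhibitor control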
# TWEAK Fn14 block = blocks TWEAK-Fn14 interaction in a reporter cell assay; 360,000 compounds, 2% hits; TWEAK-stimulated Fn14 reporter cells, luciferase luminescence, 8 h; inhibition, % at 10 µM; in the data active = inhibition above about 50%
# SRC3 inh = human NCOA3 inhibition; Q9Y6Q9; inhibition, % at 3.6 µM; 360,000 compounds, 0.17% hits; HEK293 GAL4-SRC3 luciferase reporter, luminescence;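 active = inhibition above a per-campaign cutoff, the mean of all compounds plus 3 SD, cut at about 60% in these data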;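 also: 0% = DMSO-treated cells and 100% = gossypol-treated cells at 36 µM; higher means less SRC3-driven luciferase light from the GAL4 reporter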
# TROY signal inh = TROY signaling inhibition; inhibition, % at 10 µM; 360,000 compounds, 0.98% hits; Q293 LMP1-TROYcd NF-kB luciferase reporter, 4 h;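 active = compounds whose plate-normalised and pattern-corrected inhibition of the luciferase reporter signal at the single screening dose is 50% or more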
# NR2F2 inh = NR2F2 (human) inhibition, primary screen; inhibition, % at 8.6 µM; 370,000 compounds, 0.7% hits; P24468; HEK293T NGFI-A luciferase reporter, luminescence; AID 686940;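 active = inhibition above a per-plate cutoff, mean inhibition of test wells between control levels plus 3 SD, cut at about 38% in these data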;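 also: cells cotransfected with COUP-TFII expression vector driving the NGFI-A reporter; 0% = median of COUP-TF2 test wells and 100% = reporter-only cells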
# NOD2-RIPK2 inh = blocks binding of human NOD2 to RIPK2; O43353; CHO BLA complementation NOD2-RIPK2, CCF4 ratio; inhibition, % at 4.98 µM; 360,000 compounds, 0.38% hits; in the data active = inhibition above about 21%;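 also: 0% = vehicle only and 100% = reference blocker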
# * hit, by the source's call; nt = not tested or not shown.
Structure	TROY signal inh	SRC1 inh	TWEAK Fn14 block	SRC2 inh	EBV LMP1 NFkB	NOD2-RIPK2 inh	NR5A2 inv ag	TLR9-MyD88 inh	C8 TRAIL sens	SRC3 inh	NR2F2 inh
C[n+]1ccccc1/C=C/c1ccc([N+](=O)[O-])cc1	26	-1	-7	1	-2	3	26	-5	2	7	2
CSc1ccc(S(=O)(=O)NCc2ccc(Cl)cc2)cc1	-3	-5	-3	6	-1	-5	18	-6	1	1	-18
NC(=O)c1cc([N+](=O)[O-])ccc1NCc1ccccn1	-12	-1	-2	1	0	0	4	12	-20	3	-8
C=CCN1C(=O)N(CC=C)c2cccc3cccc1c23	66*	11	14	11	0	-2	-14	-5	10	4	-10
CC(=O)Nc1ccc(S(=O)(=O)NCC(=O)OCC(=O)N2CCc3ccccc32)cc1	-12	3	-15	1	3	-8	1	4	12	17	2
Cc1ccc(NC(=O)N(Cc2cccnc2)Cc2ccco2)cc1C	3	-6	-2	7	-2	3	-6	-12	0	13	6
COc1ccc(/C=C\c2cc(OC)c(OC)cc2CC[N+](C)(C)C)cc1OC	-10	-12	8	14	-7	-6	12	-10	-6	2	-24
COc1ccccc1C(=O)NC(=O)COC(=O)CN1C(=O)NC2(CCCCC2C)C1=O (centres undefined)	-3	-8	-3	10	-3	9	-7	-4	6	-21	-3
COc1cc(Cl)c(C)cc1NC(=S)NN	10	-24	12	-19	9	-8	0	0	2	18	4
COc1ccccc1-c1cnn2c(NCc3ccccc3)cc(C)nc12	-14	-31	-9	-14	-5	-1	-4	-4	-12	-26	13
CCOC(=O)COc1cccc2c(=O)n(CC(N)=O)ccc12	-3	6	4	-9	-2	2	6	1	10	8	8
Cc1cc(OC(=O)c2c(C)cc(OC(=O)c3c(C)cc(O)cc3O)cc2O)cc(O)c1C(=O)O	-13	-19	-23	9	0	-10	-3	-3	-5	-2	6
CCc1[nH]nc(C(=O)N2CCCC(C(=O)c3cccc(OC(C)C)c3)C2)c1C (centres undefined)	20	-6	11	6	1	-10	10	-5	16	-35	1
Cc1ccc2oc(=O)n(CC(=O)OCCC(C)C)c2c1	-16	-9	1	-18	-1	-7	-19	10	-2	-4	-1
Cc1ccc(Cl)cc1N(CC(=O)NCc1ccccc1)S(C)(=O)=O	11	15	-9	22	-1	9	-2	-16	-6	-20	21
COC(=O)c1c(-c2cc(C)ccc2C)csc1NC(=O)C1CC=CCC1C(=O)O (centres undefined)	-20	16	4	-4	-3	1	-17	8	-3	20	4
Cc1ccc2nc(NC(=O)Cn3nc(C)c([N+](=O)[O-])c3C)sc2c1	-7	-10	2	-2	2	-12	4	6	21	14	-4
O=C(NCc1ccco1)c1ccc2c(c1)C(=O)N(Cc1ccccc1)C2=O	0	-2	1	-49	-30	-6	-2	3	-6	13	5
O=C(Nc1ccc(S(=O)(=O)Nc2nccs2)cc1)/C(=C/c1ccccc1Cl)NC(=O)c1ccccc1	10	-5	11	-1	-3	2	-29	-3	4	16	9
O=C(CCC(=O)N1CCOc2ccc(Cl)cc21)NCc1ccccc1	-14	-18	2	-13	1	2	-17	2	2	-20	0
O=C(Nc1ccccc1[N+](=O)[O-])c1cc2ccccc2nc1Cl	-11	-19	-28	-6	-8	-3	-4	1	7	-7	-17
C[C@@H]1CN([C@H](C)CO)C(=O)CCCn2nncc2CO[C@H]1CN(C)S(=O)(=O)c1ccc(Oc2ccccc2)nc1	2	0	-17	21	-10	0	3	5	2	3	-14
CC(=O)c1cccc(NC(=O)c2ccc(NS(=O)(=O)c3c(C)noc3C)cc2)c1	13	6	1	3	-8	5	-3	2	-6	-12	-23
O=C(Nc1nc(-c2cccc3ccccc23)cs1)c1ccc2c(c1)S(=O)(=O)c1ccccc1C2=O	-20	-2	-49	-18	-69	-8	-6	-3	34	-15	-19
Cc1ccccc1NC(=O)CSCc1nc(N)nc(Nc2ccccc2C)n1	-9	-8	3	-2	-5	-2	2	2	-5	8	16
CC(=O)c1ccc(-c2cnc3c(NC=O)cc(-c4ccccc4Oc4ccccc4)cn23)cc1	14	8	59*	3	nt	-3	14	nt	10	1	-47
COc1cc(/C=C/C(=O)O)cc(S(=O)(=O)Nc2ccc3nc(C)sc3c2)c1OC	1	-14	3	-16	-1	-2	7	1	-2	8	1
COc1ccc(-c2ccc(S(=O)(=O)n3nc(OC(=O)c4cccs4)cc3N)cc2)cc1	-1	-8	20	-2	1	-8	15	-3	-4	6	-9
Cn1c(SCC(=O)N2CCCCCC2)nc2c([nH]c3ccccc32)c1=O	-1	-26	19	4	-46	-12	14	4	2	-4	1
Cc1ccc(OCCC(=O)OC(C)C(=O)NC2CC2)cc1 (centres undefined)	6	-5	3	-15	-8	3	-2	-1	-11	12	-13
COc1ccc(C2(c3ccc(OC)cc3)NC(=O)N(CC(=O)NC3(C#N)CCCCC3)C2=O)cc1	15	1	-4	8	-5	-14	12	1	-19	-10	-1
CS(=O)(=O)N1CCc2ccc(NC(=O)C3CCCO3)cc2C1 (centres undefined)	18	-10	-3	17	2	-3	2	-4	-5	18	0
CC1N=C(SCC(=O)c2ccc(F)cc2)N2C(C)N=C(SCC(=O)c3ccc(F)cc3)N12 (centres undefined)	13	-16	-18	-15	-19	-1	6	-9	3	-13	0
COc1ccc(-c2cn3c(C)c(C(=O)Nc4ccncc4)sc3n2)cc1	17	3	21	16	2	6	-4	6	-6	15	47*
Cc1cc(OCc2cc(C(=O)N(C)Cc3nonc3C)no2)cc(C)c1Cl	-17	16	-17	16	-3	12	4	-1	3	-8	-5
COc1ccc(-n2c(SCC(N)=O)nnc2-c2ccccc2F)cc1	-19	13	-12	-1	-1	-2	13	4	-4	12	7
COc1ccc(S(=O)(=O)Nc2c(NC3CCCCC3)c3ccccc3oc2=O)cc1	-6	8	2	-9	-8	1	25	-8	-17	-9	2
O=C(c1ccoc1)N1CCC2(CC1)Oc1ccc(Cl)cc1C(=O)C21CC(c2ccc(Cl)cc2)=NO1 (centres undefined)	6	-1	-27	19	2	-6	-9	-1	2	8	6
Cc1ccc(-c2nc3cnccn3c2Nc2ccccc2)o1	-73	-46	3	-13	-4	11	-25	7	-18	-55	-11
COc1ccc(C(O)P(=O)(OC(C)C)OC(C)C)cc1OC (centres undefined)	4	6	-12	-12	5	10	11	-5	-3	15	-11
CCc1c(C)nc2cc(-c3ccc(OC)c(OC)c3)nn2c1NCC1CC1	9	-15	12	-20	80*	3	-43	5	10	-22	-7
COC(=O)c1ccc(C(=O)N2CCCC(Nc3ccc(F)c(F)c3)C2)cc1 (centres undefined)	1	26	15	4	-2	-4	0	-2	-3	8	17
CCCCC(CC)CN1C(=O)/C(=C/c2ccncc2)SC1=S (centres undefined)	-6	10	15	12	-8	3	13	-2	86*	20	4
Cc1cc(C)c(NC(=O)CN(C2CCCCC2)C2CCCCC2)c(C)c1	-8	3	-15	1	3	2	21	-2	1	9	-4
CN(c1ccccc1)S(=O)(=O)c1cccc(NC(=O)CCNC(=O)c2ccccc2)c1	11	-4	3	19	4	-5	-4	1	-20	14	2
CC(C)C1/C(=N/O)CC(c2ccccc2)NC1c1ccccc1 (centres undefined)	-42	-10	6	14	4	-3	-16	4	1	10	22
O=c1c2cc3ccccc3nc2ncn1CCc1ccc(Cl)cc1	nt	nt	nt	-1	nt	-8	10	nt	9	nt	-3
O=C(NCCc1c[nH]c2ccccc12)C(=O)NCC(c1ccco1)N1CCN(c2ccc(F)cc2)CC1 (centres undefined)	1	-8	-1	-24	-2	0	18	-3	22	11	8
O=[N+]([O-])c1ccc(Cl)c(/C=N/N2CCN(Cc3ccccc3)CC2)c1	12	2	10	-11	-6	2	11	-13	-10	12	-7
Cc1c(C(=O)O)oc2ccc(S(=O)(=O)N3CCCCC3C(=O)O)cc12 (centres undefined)	0	-11	4	7	-1	-7	24	6	-2	4	-2
COc1ccc([N+](=O)[O-])cc1NC(=O)CCCOc1ccccc1	2	5	30	-1	-10	-5	-6	-11	3	14	8
Cc1ccc(NC2CCCN(C(=O)CCC(=O)c3ccccc3)C2)cc1C (centres undefined)	-20	-18	31	5	-3	-12	2	-17	-7	-2	-1
Cc1ccccc1NS(=O)(=O)c1cc2c(cc1C)N(C)CCO2	9	2	17	2	8	-14	-12	6	2	-10	-3
CC(=O)Nc1ccc(NC(=O)CCC(=O)OCC(=O)c2ccc(F)cc2)cc1	-28	-23	-22	-36	nt	4	-11	0	13	2	4
COCCOC(=O)c1c(C)nc(SCC(=O)Nc2cccc3ccccc23)c(C#N)c1-c1ccco1	24	-6	44	-5	-6	-4	22	-2	6	-4	12
COc1ccc(Cl)cc1NC(=O)CSc1nc(N2CCOCC2)nc(N2CCOCC2)n1	-19	5	-5	-24	7	-2	6	1	2	-1	0
O=[N+]([O-])c1cccc(-c2nc(-c3cccs3)c(-c3cccs3)[nH]2)c1	19	-6	58*	15	3	3	41	-11	7	15	2
FC(F)(F)c1cccc(Nc2ncnc3ccccc23)c1	3	-6	-12	3	8	2	-1	8	13	6	17
S=C(Nc1ccccc1)Nc1ccc(Cl)cn1	-12	-8	-17	nt	-7	-8	-8	6	14	-9	nt
O=c1[nH][nH]c2c1[C@@H](c1ccc(F)cc1)O[C@H](CCc1ccccc1)C2	1	nt	24	3	nt	-18	-12	nt	-11	nt	8

# Later entries
Structure	TROY signal inh	SRC1 inh	TWEAK Fn14 block	SRC2 inh	EBV LMP1 NFkB	NOD2-RIPK2 inh	NR5A2 inv ag	TLR9-MyD88 inh	C8 TRAIL sens	SRC3 inh	NR2F2 inh
COc1cc(/C=C(\C#N)C(=O)Nc2cccnc2)ccc1OC(C)C	-32	6	5	8	-6	-5	-6	-1	0	20	7
O=S1(=O)N=C(N(CCO)/N=C/c2ccccc2F)c2ccccc21	-19	0	5	0	-12	-5	2	-8	-17	-1	-9
CCOC(=O)c1[nH]c(C)c(C(=O)OCC(=O)N2CCc3ccccc32)c1C	-20	-6	0	8	-1	1	-10	2	11	-3	-2
COc1ccc(OC)c(/C=N/NC(=O)CN2CCSCC2)c1	-2	5	-4	-5	11	-3	8	-3	-5	20	-10
CN(C)S(=O)(=O)c1cc(C(=O)Nc2ccccc2C(=O)NC2CC2)ccc1Cl	-7	-13	-25	-31	4	-3	-24	-4	12	-28	-35
CCCC(=O)Oc1ccc(N(C(=O)CCC)S(=O)(=O)c2cccc([N+](=O)[O-])c2)cc1	20	-1	18	-9	4	-10	18	-30	4	18	-6
COc1ccc2cc3cc(C(=O)N4CC(C)CC(C)C4)oc3nc2c1 (centres undefined)	-23	-35	-43	nt	-17	-8	-76	-22	-4	-61	nt
Cc1ccc(S(=O)(=O)N2CCOCC2)cc1NC(=O)c1cc2ccccc2oc1=O	-4	-18	-21	-17	3	-15	-4	2	19	3	-18

# An excerpt; count on the stated rates, not on these rows.
